Screens (PubChem)
LGR2 antag – inhibitors of bursicon-induced LGR2 CRE-luciferase signal, primary screen, cell-based, HEK293, CRE-luciferase reporter, bursicon stimulation | Drosophila bursicon receptor LGR2 (rickets) | bursicon-stimulated, 4 h | inhibition, % at 9.99 µM | 0.35% of 380,000 active | AID 720647, 2013;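 active means drop in luminescence signal, shown as inhibition above about 50% in the replicate tests, limit read from the data, passing the limit was not always enough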;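 further: agonist challenge used bursicon conditioned medium at about half maximal strength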
miR122 inh – miR-122 Renilla sensor signal increase in Huh7, primary screen, miR-122 inhibitor project, cell-based, single point, plate reader | Huh7 miR-122 Renilla luciferase sensor, 48 h; neutral wells = 0, positive control = 100 | activation (reporter increase), % at 12.5 µM | 0.3% of 340,000 active | AID 602342, 2012;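 active means mean replicate activation score at least 90 and every replicate individually at or above 90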;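 further: higher luciferase means less miR-122 activity so hits act as miR-122 inhibitors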
Cneo AK release – Cryptococcus neoformans cell lysis inducers, primary screen, AK release luminescence, single concentration; 0.2% of 360,000 active; C. neoformans lysis, adenylate kinase release luminescence, 4 h; normalised: neutral wells 0, clomiphene wells 100; lysis activity, % at 15 µM;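 active means mean lysis activity across replicates of at least 80%, whatever share of replicates individually reach that level; inactive means mean lysis activity below 80%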
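Schedule: static 4 h at 37 °C with compound, 1 h detection; system: C. neoformans cells; benchmarks: Clomiphene as positive control; buffer or medium: fresh YPD medium; measure: luminescence rise reflecting yeast cell lysis; measured by: luminescent adenylate kinase detection reagent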
PGC1a acetyl inh – inhibitors of PGC1a acetylation signal, primary screen, cell-based, U2OS, AlphaScreen, inhibitor mode; AlphaScreen anti-acetyl-lysine; with virally co-expressed GCN5 acetyltransferase; inhibition, % at 15.6 µM; 0.17% of 350,000 active; AID 651687, 2012;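 active means every replicate shows inhibition of at least 40%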;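 further: 0% = neutral control wells and 100% = positive control wells; some results beyond the cut were filed as inactive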
FN deposit inh – inhibitors of fibronectin matrix deposition, primary screen, AH1F cells, Alexa488-fibronectin fluorescence, plate reader. AH1F fibroblasts, overnight. inhibition, % at 12.6 µM. 0.086% of 350,000 active;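 active means mean inhibition across replicates of 30% or more, regardless of how many single replicates reach that level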;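 further: positive control wells lacked labelled fibronectin entirely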
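Schedule: 1 h cell adhesion before compound, then overnight fibronectin incubation; test system: AH1F fibroblast monolayer depositing Alexa488-labelled fibronectin into matrix; quantity: 10000 AH1F cells per well; probe or stimulus: fluorescent fibronectin at 24 nM final; signal: fluorescence, ex 485 nm, em 525 nm; evaluation: percent inhibition as loss of matrix-bound fibronectin fluorescence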
Casp6 inh – human caspase-6 inhibitors, primary screen, biochemical, VEID-R110 fluorescence, single point, set 2; P55212; AID 686996, 2013; 0.53% of 350,000 active; purified caspase-6, Z-VEID-R110 cleavage fluorescence; inhibition, % at 12.5 µM;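 active means mean inhibition across replicates at least about 35%, with every replicate also reaching that limit, limit read from the data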;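 further: 0% = median of neutral control wells and 100% = no fluorescence left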
Target sequence (P55212 24-179 limits assumed): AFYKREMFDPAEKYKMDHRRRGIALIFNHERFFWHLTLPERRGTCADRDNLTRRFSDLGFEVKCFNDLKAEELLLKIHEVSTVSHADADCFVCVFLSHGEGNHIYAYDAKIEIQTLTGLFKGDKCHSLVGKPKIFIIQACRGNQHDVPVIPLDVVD
Target sequence (P55212 194-293 limits assumed): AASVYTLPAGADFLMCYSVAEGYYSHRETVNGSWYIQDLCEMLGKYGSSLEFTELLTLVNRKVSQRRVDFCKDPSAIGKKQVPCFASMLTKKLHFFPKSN
EWS-Fli block – EWS/Fli-driven NR0B1 reporter inhibitors, primary screen, A673 cells, NR0B1 luciferase, luminescence, MLPCN library; inhibition, % at 12.6 µM; viability-normalised; 0.67% of 350,000 active;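 active means mean inhibition of at least 50% after viability correction, with every replicate also passing that limit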;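 further: firefly luciferase signal divided by Alamar Blue viability fluorescence both relative to DMSO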
PAX8 reporter – inhibitors of PAX8-driven TPO luciferase reporter, primary screen, RMG-I cells, single concentration; inhibition, % at 12.6 µM; SteadyGlo, 24 h; 1.2% of 360,000 active;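 active means mean replicate inhibition at least 60% with every replicate also reaching 60%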;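 further: luciferase light reporting Pax8 driven TPO promoter activity; plate controls were median of neutral control wells for no effect and mitoxantrone controls for full effect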
Numbers without * were called inactive; nt = not tested or not shown; & = joins results of further samples; [ ] = remark or other dose. Random draw from the library (roughly 2.5% active in at least one column).

SMILES | LGR2 antag | miR122 inh | Cneo AK release | PGC1a acetyl inh | FN deposit inh | Casp6 inh | EWS-Fli block | PAX8 reporter
O=C(O)CC1CCS(=O)(=O)C1 (configuration not stated) | nt | 3 | -2 | 6 | 0 | nt | nt | -12
COc1ccc(OC)c(Nc2nc3ccccc3n3cnnc23)c1 | 9 | 12 | 1 | 9 | 12 | -2 | -25 | 1
CCOC(=O)c1c(O)cc(C)cc1Nc1ccccc1 | 4 | -10 | -1 | nt | -3 | 2 | 13 | 9
C[C@H](CO)N1C[C@H](C)[C@H](CN(C)C)Oc2ccc(NC(=O)Cc3ccccc3)cc2C1=O | -5 | -5[16.7 µM] | 0 | 4 | nt | 1 | -7 | -12
O=C(CCSCCc1ccccn1)Nc1c(F)cc(F)cc1Br | 23 | 1 | 0 | -1 | 2 | nt | nt | 1
Cn1nc(C(=O)NCc2ccccn2)c2ccccc2c1=O | nt | 3 | 0 | 11 | -11 | nt | nt | 13
O=C(c1cccnc1)N1CCCCN2[C@H](C1)[C@@H](c1ccc(C#Cc3ccccc3)cc1)[C@@H]2CO | nt | 0[16.7 µM] | 2 | -10 | nt | nt | -8 | -2
CCc1cc2c(-c3ccccc3)cc(=O)oc2cc1OC(C)C(=O)NCC1CCC(C(=O)O)CC1 (configuration not stated) | 9 | -4 | 1 | -7 | nt | 1 | 4 | nt
Cn1ccnc1SCC(=O)Nc1cc(F)ccc1F | 2 | 0 | 1 | 2 | 0 | 1 | nt | -4
C=CCNc1nc(Nc2ccc([N+](=O)[O-])cc2)nc(OCC)n1 | -6 | nt | nt | nt | -2 | 5 | 6 | -16
CN(C(=O)CN1C(=O)/C(=C/c2ccccc2Cl)SC1=S)C1CCS(=O)(=O)C1 (configuration not stated) | -9 | -6 | nt | -5 | -10 | 4 | 5 | 1
CC1(C)CC(=O)c2cnc3c(C#N)cnn3c2C1 | 5 | -4 | nt | 1 | 7 | 1 | -12 | 2
O=c1cc2c(c(-c3ccccc3)n1Cc1ccccc1)[C@H](CCO)NC2 | 6 | -4 | 0 | -11 | 2 | 0 | -2 | -13
O=C1OCCN1C(=O)[C@H]1[C@H](c2ccc([N+](=O)[O-])cc2)C(c2ccc(F)cc2)=NN1c1ccccc1 | 8 | 6 | 0 | -2 | 2 | -2 | -7 | -5
COc1ccc(S(=O)(=O)Nc2cccc3c2O[C@H](CN(C)C)[C@@H](C)CN([C@H](C)CO)C3=O)cc1 | -3&3 | 14[16.7 µM] | 2&0 | 0&0 | 1 | 0&-1 | 1&-2 | -8&-3
O=C(NCC[C@H]1CC[C@@H](NC(=O)Nc2cc(F)ccc2F)[C@H](CO)O1)Nc1ccc(F)cc1 | 6 | nt | -2 | -2 | nt | -3 | -3 | nt
CSc1nc(O)c(Nc2ccccc2)c(=O)[nH]1 | -21 | -3 | -1 | 13 | 0 | -1 | -21 | 4
CC(=O)N(c1ccccc1C)S(=O)(=O)c1ccc(Cl)cc1 | 2 | nt | nt | nt | nt | -2 | 2 | 12
CN1CCN(c2ccc(CNS(=O)(=O)c3ccsc3)cc2)CC1 | 7 | 4 | 1 | 7 | -9 | -15 | -6 | -5
COc1ccc(/C=N/NC(=O)CN2CCSCC2)cc1C | -30 | -3 | -4 | -5 | 3 | nt | nt | -15
CC(C)c1ccccc1NC(=O)COC(=O)c1c2c(nc3ccccc13)CCN(Cc1ccccc1)C2 | 19 | nt | nt | nt | -6 | 3 | 20 | 32
Cc1ccc(S(=O)(=O)c2c(C)cc(C)nc2N2CCCC2)cc1 | 22 | 2 | nt | -29 | 14 | -1 | 16 | 11
CC(C)n1c(CN2CCN(C)CC2)nc2c1c(=O)n(C)c(=O)n2C | nt | -4 | -2 | 3 | -2 | nt | nt | 6
COc1ccc(S(=O)(=O)N(C)C[C@@H]2Oc3c(NC(=O)C4CCCCC4)cccc3C(=O)N([C@@H](C)CO)C[C@H]2C)cc1 | 8 | -7[16.7 µM] | 0 | 1 | nt | 1 | -3 | -11
CCOC(=O)C(=CNc1cscc1S(=O)(=O)C(C)C)C(=O)OCC | 8 | nt | nt | nt | 7 | -3 | 14 | 11
(continued)
SMILES | LGR2 antag | miR122 inh | Cneo AK release | PGC1a acetyl inh | FN deposit inh | Casp6 inh | EWS-Fli block | PAX8 reporter
O=C(c1ccc2c(c1)OCO2)c1ccc[nH]1 | -30 | nt | nt | nt | -4 | -3 | -17 | -45
Cn1c(=O)cc(SCC(=O)NCc2ccc(F)cc2)c2ccccc21 | 13 | nt | nt | nt | 3 | 0 | 7 | 17
C=CCOC(=O)[C@H]1[C@@H]2C(=O)O[C@@H](c3ccccc3)[C@@H](c3ccccc3)N2[C@@H](c2ccc(OCCOC(=O)[C@H]3C[C@H]4C(=O)N[C@@H](CC(C)C)C(=O)N4[C@H]3c3cccc(OCCO)c3)cc2)[C@]12C(=O)Nc1ccccc12 | nt | nt | 38 | nt | nt | 1 | 8 | 9
CCOC(=O)C1CCN(C(=O)c2ccc(Cl)c(S(=O)(=O)N3CCCC3)c2)CC1 | -5 | -1 | 0 | 19 | nt | -2 | -3 | -37
O=C(NCCO)C(=O)NCC(c1ccc2c(c1)OCO2)N1CCN(c2ccc(F)cc2)CC1 (configuration not stated) | 7 | -5 | 0 | -3 | 8 | -3 | nt | 5
CC(=O)N1CCc2cc(S(=O)(=O)CCC(=O)NCc3ccc(C)o3)ccc21 | 0 | 5 | -7 | -18 | 9 | 1 | -5 | 0
COc1ccc(CCNC(=O)c2cccs2)cc1OC | 6 | -2 | 0 | 3 | nt | -2 | -1 | -4
c1ccc(-c2ccc3ccccc3n2)cc1 | -10 | -2 | 0 | 8 | nt | 0 | -108 | nt
Clc1cccc(-c2nc3c4ccccc4ccn3c2Cc2ccccc2)c1 | -29 | 10 | -1 | 0 | -15 | -3 | -2 | 26
CCC(=O)N1[C@@H]2c3cccc(=O)n3C[C@@H]2[C@@H](CO)[C@@H]1C(=O)N1CCc2ccccc2C1 | -6 | -4[16.7 µM] | -3 | nt | nt | -1 | 2 | -18
O=C(NCc1ccccc1)c1cc(C2CCCCN2C(=O)c2ccc3c(c2)CCO3)on1 (configuration not stated) | -11 | 1 | 1 | -4 | -6 | -1 | 3 | 3
COc1ccc(CCNC(=O)COc2nncc3ccccc23)cc1 | nt | 6 | -2 | nt | -4 | 0 | -4 | 8
O=C(CN(C(=O)c1csnn1)c1ccccc1Cl)NC1CCCC1 | 3 | 2 | 2 | -14 | 1 | -2 | 3 | 4
CCn1nc(NC(=O)c2ccncc2)c2cc3cccc(C)c3nc21 | -13 | -5 | -1 | 0 | nt | -1 | 19 | nt
CCC(=O)Nc1ccc2c(c1)C(=O)N(C)C[C@@H](OC)[C@H](C)CN(C(=O)COC)[C@H](C)CO2 | -8 | nt | 1 | -1 | -1 | -2 | -1 | -10
O=C1NCCN1C(=O)c1ccccc1F | nt | -11 | 1 | nt | -2 | nt | nt | 7
CN(C)C(=O)CCN1CCOCC1 | -10 | -2 | -1 | -3 | nt | nt | nt | nt
COC(=O)[C@]12CCCCC=C1N(CCC1=CCCCC1)C(=O)[C@H](CC(=O)NCc1cccc3ccccc13)C2 | 45 | nt | nt | nt | 15 | -3 | 4 | 14
CC(C)NC(=O)N(C)C[C@@H]1Oc2cc(C#CC(C)(C)O)ccc2S(=O)(=O)N([C@@H](C)CO)C[C@@H]1C | 14 | -3[16.7 µM] | 0 | 6 | -2 | -2 | -8 | nt
CCOC(=O)C(NCc1ccco1)(NC(=O)c1ccccc1)C(F)(F)F (configuration not stated) | nt | -4 | 1 | -1 | 10 | nt | nt | nt
COCCn1c(N)c(N(Cc2ccccc2)C(=O)C2=COCCO2)c(=O)[nH]c1=O | 6 | -2 | 2 | -8 | nt | 4 | 16 | -18
COCC#Cc1ccc([C@@H]2[C@@H](CO)N3C(=O)CN(C(=O)C4CCOCC4)C[C@H]23)cc1 | -14 | nt | nt | 2 | nt | 1 | -2 | 15
CC(C)CNC(=O)COC(=O)c1ccccc1OCC(=O)Nc1ccc(Br)cc1 | 2 | 19 | 2 | 4 | 2 | 0 | 14 | 10
CCOc1ccc2nc(SCC(=O)N(CC(C)C)c3c(N)n(CC(C)C)c(=O)[nH]c3=O)[nH]c2c1 | -10 | -4 | -1 | 1 | -4 | 2 | -10 | 3
O=C(c1ccc(F)cc1)n1ccc(-c2cnc(-c3ccccc3)s2)n1 | 1 | 0 | -2 | -3 | nt | nt | nt | nt
Later entries.
SMILES | LGR2 antag | miR122 inh | Cneo AK release | PGC1a acetyl inh | FN deposit inh | Casp6 inh | EWS-Fli block | PAX8 reporter
CN(Cc1ccccc1)C(=O)Nc1c(Cl)cccc1Cl | 3 | nt | nt | nt | -1 | -2 | -8 | -2
CCOCCCNC(=O)CN1C(=O)COc2ccc(S(=O)(=O)N3CCOCC3)cc21 | 5 | nt | 0 | 14 | -1 | -1 | nt | -4
O=C(CCC(=O)N1CCN(c2ccc(F)cc2)CC1)c1ccc(Cl)cc1 | -1 | -3 | nt | -3 | 0 | 0 | nt | -7
CCCn1c(=O)c2ccccc2n2c(SC(C)C(N)=O)nnc12 (configuration not stated) | 11 | nt | -1 | nt | 5 | -1 | -9 | -4
COc1ccc(C2CC(=O)C(c3cccc(OC)c3)=CN2Cc2ccccc2)cc1 (configuration not stated) | 8 | nt | nt | nt | 2 | -1 | 1 | 7
CCN(CC)c1nc(N2CCN(CCO)CC2)nc2ccccc12 | 6 | 2 | 0 | -24 | 0 | -4 | 5 | 15
COc1ccc(S(=O)(=O)N2CCCCCC2)cc1NC(=O)CN1C(=O)NC(C)(c2ccccc2)C1=O (configuration not stated) | 1 | nt | 3 | nt | 3 | 7 | 2 | 19
CCn1c(SCc2nc3ccccc3c(=O)[nH]2)nnc1-c1ccncc1 | nt | 0 | 2 | 1 | 9 | nt | nt | -23
CCC(=O)N1CC2(CN(Cc3ccncc3)C2)c2c(n(C)c3cc(OC)ccc23)[C@H]1CO | -15 | nt | nt | 4 | nt | -1 | -2 | 4
CC/C=C\[C@H](O)[C@H](O)C1=C(C)C(=O)[C@]2(O1)C(=O)N[C@@](OC)(C(=O)c1ccccc1)C2O (some centres not stated) | 26 | -5 | -2 | 24 | nt | 2 | 2 | nt
COc1cc(NC(=O)CSc2nnnn2C2CCCC2)cc(OC)c1 | 3 | nt | -3 | nt | -5 | nt | 5 | -17
CNC(=O)C[C@@H]1CC[C@H]2[C@H](COc3ccc(NC(=O)C4CC4)cc3C(=O)N2C)O1 | -2 | 20[16.7 µM] | -7 | -2 | -10 | nt | -6 | -5

Pulled one by one from above, 2 records:
SMILES | LGR2 antag | miR122 inh | Cneo AK release | PGC1a acetyl inh | FN deposit inh | Casp6 inh | EWS-Fli block | PAX8 reporter
CC/C=C\[C@H](O)[C@H](O)C1=C(C)C(=O)[C@]2(O1)C(=O)N[C@@](OC)(C(=O)c1ccccc1)C2O (some centres not stated) | 26 | -5 | -2 | 24 | nt | 2 | 2 | nt
COc1ccc(C2CC(=O)C(c3cccc(OC)c3)=CN2Cc2ccccc2)cc1 (configuration not stated) | 8 | nt | nt | nt | 2 | -1 | 1 | 7

Arranged by value in miR122 inh (ascending): three from the list above
SMILES | miR122 inh
CC/C=C\[C@H](O)[C@H](O)C1=C(C)C(=O)[C@]2(O1)C(=O)N[C@@](OC)(C(=O)c1ccccc1)C2O (some centres not stated) | -5
CCn1c(SCc2nc3ccccc3c(=O)[nH]2)nnc1-c1ccncc1 | 0
CCN(CC)c1nc(N2CCN(CCO)CC2)nc2ccccc12 | 2
